DAX1 inh-1: NR0B1 (DAX1) inhibition. P51843. HEK293 Gal4-DAX1 luciferase reporter, luminescence. inhibition, % at 6.75 µM. actives 0.99% (n = 340,000). AID 504766;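 active = inhibition above the mean over all tested compounds plus 3 SD, cut at about 4.2% in these data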;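 note: 0% = DAX1-transfected cells with DMSO and 100% = empty-vector control cells with DMSO; inhibition shows as a rise in luminescence from relieved DAX1 repression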
SMARCA2 act: activators of SMARCA2 function. AID 652017. MG213 cells, MMTV-luciferase reporter, dexamethasone, overnight. actives 1% (n = 370,000). activation, % at 9.1 µM; in the data active = activation above about 7.8%;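 note: 0% = vehicle wells and 100% = reference activator wells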
FXN GAA850 act: increases GAA850 frataxin promoter reporter activity; HEK293 lucGAA850 FXN promoter luciferase reporter, 24 h; percent of 10 µM SAHA response; activation, % at 6 µM; actives 0.56% (n = 360,000); AID 540364;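 active = activation above the average of all compounds screened plus 3 SD, cutoff fixed separately per campaign, cut at about 7.5% in these data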;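 note: 0% = DMSO wells and 100% = 10 µM SAHA wells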
HGIII-sPLA2 inh: Inhibits HGIII-sPLA2 liposome hydrolysis, primary screen. Q9NZ20. QFRET BODIPY PC-A2 liposome hydrolysis, fluorescence. inhibition, % at 12.2 µM. actives 0.56% (n = 370,000);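 active = inhibition above mean plus 3 SD of compounds lying within the high and low control bounds, cut at about 19% in these data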;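 note: 0% = median of test compound wells and 100% = no enzyme DMSO wells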
GC-A act: GC-A (human) enzyme activation; HEK293 GC-A cells, cGMP TR-FRET, EC30 ANP; 0% at EC30 ANP, 100% saturating ANP; activation, % at 10 µM; AID 1671463; actives 0.14% (n = 370,000); in the data active = activation above about 40%
Target sequence (P16066 whole entry, looked up): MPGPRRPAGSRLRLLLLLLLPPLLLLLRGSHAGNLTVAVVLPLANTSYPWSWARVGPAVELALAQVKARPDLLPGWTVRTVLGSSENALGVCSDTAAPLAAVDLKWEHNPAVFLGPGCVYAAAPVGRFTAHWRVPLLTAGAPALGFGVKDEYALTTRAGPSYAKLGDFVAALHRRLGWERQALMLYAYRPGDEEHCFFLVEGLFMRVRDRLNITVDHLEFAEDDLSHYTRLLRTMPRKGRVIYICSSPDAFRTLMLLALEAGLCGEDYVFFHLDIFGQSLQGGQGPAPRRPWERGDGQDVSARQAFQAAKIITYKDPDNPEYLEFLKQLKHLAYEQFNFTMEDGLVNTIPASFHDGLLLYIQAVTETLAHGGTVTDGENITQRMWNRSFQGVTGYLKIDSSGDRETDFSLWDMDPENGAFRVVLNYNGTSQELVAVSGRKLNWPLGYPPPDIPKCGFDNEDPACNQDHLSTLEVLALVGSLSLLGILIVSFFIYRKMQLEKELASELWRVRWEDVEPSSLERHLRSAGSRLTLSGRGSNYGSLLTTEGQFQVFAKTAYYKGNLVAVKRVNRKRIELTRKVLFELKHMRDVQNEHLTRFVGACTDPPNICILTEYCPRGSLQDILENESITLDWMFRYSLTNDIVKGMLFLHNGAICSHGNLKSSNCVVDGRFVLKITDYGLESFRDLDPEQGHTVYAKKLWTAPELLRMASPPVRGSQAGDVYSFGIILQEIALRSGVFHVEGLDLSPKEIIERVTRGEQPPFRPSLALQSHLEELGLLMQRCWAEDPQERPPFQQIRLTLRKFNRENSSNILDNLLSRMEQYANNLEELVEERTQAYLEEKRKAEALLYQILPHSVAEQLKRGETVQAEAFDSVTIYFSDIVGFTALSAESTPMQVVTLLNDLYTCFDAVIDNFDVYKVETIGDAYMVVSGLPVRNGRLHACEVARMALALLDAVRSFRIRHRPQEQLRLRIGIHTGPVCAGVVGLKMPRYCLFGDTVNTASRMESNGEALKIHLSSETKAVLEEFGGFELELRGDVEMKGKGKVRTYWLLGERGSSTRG
DAX1 inh-2: DAX1 (NR0B1) inhibition, primary screen; HEK293T StAR-luciferase reporter, SF-1/DAX-1 repression relief; inhibition, % at 6.8 µM; actives 1.1% (n = 370,000); AID 652010;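 active = inhibition above the mean over all tested compounds plus 3 SD, cut at about 3.6% in these data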;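 note: 0% = DAX-1 cells with DMSO and 100% = cells lacking DAX-1 with DMSO; higher inhibition means more luminescence from relief of DAX-1 repression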
GC-B act: GC-B (human) receptor activation | HEK293-GC-B cells, CNP EC30, cGMP TR-FRET; 0% at EC30 CNP, 100% saturating CNP | activation, % at 10 µM | actives 0.11% (n = 370,000);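 active = activation at 10 µM reaching about 35% in either raw or pattern-adjusted values, limit read from the data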
hcDAF12 agonist: H. contortus DAF-12 activation, primary screen | HEK293 hcDAF-12 lit1-tk-luc reporter, luminescence; 0% DMSO, 100% Δ7-dafachronic acid | activation, % at 6.8 µM | actives 1.4% (n = 370,000) | AID 652067;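 active = activation above the mean of all tested compounds plus 3 SD, cut at about 5.5% in these data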;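 note: 100% = response to 3 µM Δ7-dafachronic acid high control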
proKLK7 act: proKLK7 (human) activation, primary screen. activation, % at 7 µM. actives 0.9% (n = 370,000). P49862. purified proKLK7, EDANS-DABCYL substrate fluorescence; 100% is mature enzyme control, 0% vehicle. AID 652039;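 active = activation above the mean of all tested compounds plus 3 SD, computed per campaign excluding outliers beyond control limits, cut at about 13% in these data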
ssDAF-12 act: activates DAF-12 receptor from parasite S. stercoralis; activation, % at 6.8 µM; actives 1% (n = 370,000); HEK293 ssDAF-12/GRIP1 lit1-tk-luc reporter, luminescence; % of 3 µM dafachronic acid response;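 active = activation above the mean over all tested compounds plus 3 SD, cut at about 0.9% in these data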;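 note: 0% = DMSO-only wells and 100% = 3 µM delta7-dafachronic acid wells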
hgDAF-12 ag: activates the H. glycines DAF-12 receptor ligand-binding domain. HEK293 GAL4-hgDAF12 UAS-luciferase reporter, agonist luminescence; normalized to butyrate control. AID 687014. actives 1.8% (n = 370,000). activation, % at 6.8 µM;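 active = activation above a cutoff set at the mean of all screened compounds plus 3 SD, cut at about 10% in these data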;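 note: 0% = DMSO wells and 100% = sodium butyrate wells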
Starred values were filed as active, the others as inactive; / = no result given.

(1) C[N+]1(C)CCN(c2ccccc2)CC1
(2) O=C(OCc1ccccc1)N1CCC2CC1c1cc(N3Cc4ccccc4-n4nncc4C3)ccc12 (configuration not stated)
(3) c1cc2c(cc1CCNC1CCCCCC1)OCO2
(4) CC1(C)CC(=O)C(C2(O)C(=O)NC(=O)NC2=O)=C(O)C1
(5) CCOC(=O)C1(c2ccccc2)CCN(CC(=O)c2ccc(NC(C)=O)cc2)CC1
(6) CN1C(=O)N(C)C(=O)C2(Cc3c(nc4ccccn4c3=O)N3CCc4ccccc4C32)C1=O (configuration not stated)
(7) COc1ccc(CNC(=O)C(NC(C)=O)C(C)C)cc1OC (configuration not stated)
(8) Cc1ccc2c(c1)C1CN(C)CCC1N2C(=O)/C=C/c1ccc2c(c1)OCO2 (configuration not stated)
Screen / compound no.	1	2	3	4	5	6	7	8
DAX1 inh-1	0.0	2.3	0.8	-1.1	-0.9	-1.1	0.8	-0.4
SMARCA2 act	2	7	0	-2	-2	3	-2	1
FXN GAA850 act	-0.6	3.2	-1.4	1.0	-1.1	0.2	-0.1	0.7
HGIII-sPLA2 inh	3	12	14	0	4	0	-6	-9
GC-A act	1	3	1	1	5	0	1	-7
DAX1 inh-2	0.3	-1.1	0.6	0.3	1.1	0.0	0.2	0.0
GC-B act	2	6	-7	-1	2	6	3	-2
hcDAF12 agonist	1.2	-0.1	0.1	-1.3	-0.2	2.5	-1.1	-2.2
proKLK7 act	0.6	-0.5	-0.5	0.5	1.2	-0.1	0.8	0.6
ssDAF-12 act	-1.4	-1.0	-0.9	-1.2	-0.8	-0.2	-0.7	-1.4
hgDAF-12 ag	-0.6	5.1	1.1	-0.1	-4.9	6.7	-0.6	1.3

(9) C=CCc1cc(OC)c2c(c1)OCO2
(10) CCC(c1nnnn1Cc1ccccc1)N1CCC2(CC1)C(=O)NCN2c1ccccc1 (configuration not stated)
(11) CC(C)CN1CCN(Cc2ccc(C(F)(F)F)cc2)CC1CCO (configuration not stated)
(12) O=C(c1ccc(CNS(=O)(=O)c2ccc(Br)cc2)cc1)N1CCC2(CC1)OCCO2
(13) COC(=O)C1=C(c2cccc(OC)c2OC)C[C@@H]2CC[C@H]1N2C(=O)N1CCOCC1
(14) CN1C(=O)N(C)C(=O)C2(Cc3cc(NC(=O)c4ccccc4)ccc3N3CCCC32)C1=O (configuration not stated)
(15) O=C(c1ccccc1)N1CCC2(CC1)OCCO2
(16) COC(=O)c1cn(C(=O)c2cccc3ccccc23)c2ccccc12
Screen / compound no.	9	10	11	12	13	14	15	16
DAX1 inh-1	2.3	/	1.2	-2.9	-1.2	0.5	0.7	0.1
SMARCA2 act	1	-5	-1	-2	2	-1	2	-2
FXN GAA850 act	-0.7	/	2.2	-2.1	-0.1	2.0	-0.1	-3.6
HGIII-sPLA2 inh	-1	-8	6	-13	3	-10	0	-4
GC-A act	1	-4	-4	-4	1	0	6	-3
DAX1 inh-2	-0.3	0.0	0.9	0.1	-0.1	-0.4	-0.3	-1.1
GC-B act	1	-7	-2	-3	3	-1	0	5
hcDAF12 agonist	-1.7	-0.3	-1.2	-2.4	-1.2	-0.9	1.8	-1.0
proKLK7 act	0.0	-0.1	0.5	1.0	-0.2	-1.9	-0.2	0.1
ssDAF-12 act	-1.5	-1.1	-1.0	-1.6	-0.6	-0.7	-0.9	-1.6
hgDAF-12 ag	-0.7	-4.0	-2.4	-0.9	1.3	-0.7	2.0	1.9

Nine entries from above, bar-delimited:
entry | smiles | DAX1 inh-1 | SMARCA2 act | FXN GAA850 act | HGIII-sPLA2 inh | GC-A act | DAX1 inh-2 | GC-B act | hcDAF12 agonist | proKLK7 act | ssDAF-12 act | hgDAF-12 ag
8 | Cc1ccc2c(c1)C1CN(C)CCC1N2C(=O)/C=C/c1ccc2c(c1)OCO2 (configuration not stated) | -0.4 | 1 | 0.7 | -9 | -7 | 0.0 | -2 | -2.2 | 0.6 | -1.4 | 1.3
9 | C=CCc1cc(OC)c2c(c1)OCO2 | 2.3 | 1 | -0.7 | -1 | 1 | -0.3 | 1 | -1.7 | 0.0 | -1.5 | -0.7
10 | CCC(c1nnnn1Cc1ccccc1)N1CCC2(CC1)C(=O)NCN2c1ccccc1 (configuration not stated) | / | -5 | / | -8 | -4 | 0.0 | -7 | -0.3 | -0.1 | -1.1 | -4.0
11 | CC(C)CN1CCN(Cc2ccc(C(F)(F)F)cc2)CC1CCO (configuration not stated) | 1.2 | -1 | 2.2 | 6 | -4 | 0.9 | -2 | -1.2 | 0.5 | -1.0 | -2.4
12 | O=C(c1ccc(CNS(=O)(=O)c2ccc(Br)cc2)cc1)N1CCC2(CC1)OCCO2 | -2.9 | -2 | -2.1 | -13 | -4 | 0.1 | -3 | -2.4 | 1.0 | -1.6 | -0.9
13 | COC(=O)C1=C(c2cccc(OC)c2OC)C[C@@H]2CC[C@H]1N2C(=O)N1CCOCC1 | -1.2 | 2 | -0.1 | 3 | 1 | -0.1 | 3 | -1.2 | -0.2 | -0.6 | 1.3
14 | CN1C(=O)N(C)C(=O)C2(Cc3cc(NC(=O)c4ccccc4)ccc3N3CCCC32)C1=O (configuration not stated) | 0.5 | -1 | 2.0 | -10 | 0 | -0.4 | -1 | -0.9 | -1.9 | -0.7 | -0.7
15 | O=C(c1ccccc1)N1CCC2(CC1)OCCO2 | 0.7 | 2 | -0.1 | 0 | 6 | -0.3 | 0 | 1.8 | -0.2 | -0.9 | 2.0
16 | COC(=O)c1cn(C(=O)c2cccc3ccccc23)c2ccccc12 | 0.1 | -2 | -3.6 | -4 | -3 | -1.1 | 5 | -1.0 | 0.1 | -1.6 | 1.9

Further entries follow.
(17) COc1cc(C(O)CN)ccc1O (configuration not stated)
(18) COc1ccccc1CC1/C(=N/O)C2CCN1CC2 (configuration not stated)
(19) O=C(Cc1c[nH]c2ccccc12)NNCc1ccc(N(CCCl)CCCl)cc1
(20) COC(=O)C1=C(c2cccc(OCc3ccccc3)c2)C[C@@H]2CC[C@H]1N2C(=O)NCCCc1ccccc1
(21) Cc1cccc(NP(=O)(Oc2ccccc2F)Oc2ccccc2F)c1C
(22) Cc1ccc2nc3c(cc2c1)CC1(C(=O)N(C)C(=O)N(C)C1=O)C1CCCCN31 (configuration not stated)
(23) COC(=O)C1C2c3ccccc3OC1(C)N=c1s/c(=C/c3cnn(C)c3)c(=O)n12 (configuration not stated)
(24) CCN(CC)CCCN=Cc1c(O)n(Cc2ccc(F)cc2)c(=O)[nH]c1=O
Screen / compound no.	17	18	19	20	21	22	23	24
DAX1 inh-1	-0.7	0.5	0.5	-0.9	-1.1	-0.5	0.9	0.4
SMARCA2 act	-2	-4	-4	0	-3	5	2	-1
FXN GAA850 act	0.9	-1.4	-2.4	-5.9	2.8	-0.4	-1.9	-2.5
HGIII-sPLA2 inh	8	-4	-18	-27	-13	-5	1	1
GC-A act	3	-2	-5	-6	-8	-1	1	6
DAX1 inh-2	0.8	-0.4	-1.1	-0.6	-0.7	0.9	-0.3	-0.1
GC-B act	-1	8	0	-1	-3	4	-1	0
hcDAF12 agonist	-0.5	-0.9	3.6	-2.8	-1.8	0.3	-2.4	-0.3
proKLK7 act	0.1	-0.1	-0.5	0.6	0.0	2.1	0.3	-0.4
ssDAF-12 act	-0.4	-1.3	49*	-1.5	-1.1	0.7	-1.6	-1.9
hgDAF-12 ag	0.0	-0.1	1.3	-2.2	-2.6	4.6	0.4	3.4

(25) COc1cc2c3cc1Oc1cc(ccc1O)C[C@@H]1c4c(cc(OC)c(O)c4Oc4ccc(cc4)C[C@H]3N(C)CC2)CCN1C
(26) CCOC(=O)C1CCN(C=C2C(=O)N(C)C(=S)N(C)C2=O)CC1
(27) Cc1ccccc1C(=O)NCCN1CCC2(CC1)C(=O)NCN2c1ccccc1
(28) C#CC1(O)CCC2C3CCC4=CC(=O)CCC4=C3C=CC21C (configuration not stated)
(29) CC1(O)CCC2C3CCC4=CC(=O)CCC4(C)C34OC4CC21C (configuration not stated)
(30) Cc1nc2ccccc2c(=O)n1-c1ccc([N+](=O)[O-])cc1
(31) CCCOC(=O)Nc1ccc([As](=O)(O)O)cc1NC(=O)OCCC
(32) CN1C(=O)N(C)C(=O)C2(Cc3cc(N)ccc3N3CCN(c4ccccc4F)CC32)C1=O (configuration not stated)
Screen / compound no.	25	26	27	28	29	30	31	32
DAX1 inh-1	1.0	0.9	/	0.3	0.7	3.3	-0.5	/
SMARCA2 act	10*	-6	-3	-2	-2	0	4	-1
FXN GAA850 act	-2.0	-1.9	/	1.2	-1.6	4.8	3.0	/
HGIII-sPLA2 inh	-32	13	15	5	-3	-3	3	1
GC-A act	-3	1	-2	2	5	-2	2	0
DAX1 inh-2	4.5*	0.6	1.0	-1.9	-1.1	0.6	-0.2	-0.3
GC-B act	-3	-1	-7	0	1	3	7	1
hcDAF12 agonist	1.8	1.0	-2.0	-2.0	-1.3	2.0	0.5	-1.4
proKLK7 act	0.6	0.9	0.3	14*	0.5	0.5	-0.4	0.9
ssDAF-12 act	-0.4	-1.0	-0.3	-1.7	-1.3	-0.6	-0.1	-1.2
hgDAF-12 ag	-3.4	-2.3	1.0	0.2	-3.9	6.8	0.9	-2.0

(33) OCC(Br)CBr (configuration not stated)
(34) COC(=O)C1=C(c2ccc(F)cc2F)C[C@@H]2CC[C@H]1N2C(=O)N1CCC(O)(c2ccc(Cl)cc2)CC1
(35) Cn1c(O)c(C=NCCCC(=O)O)c(=O)n(C)c1=O
(36) O=C(O)C(Cl)(Cl)Cl
(37) c1coc(CN2Cc3ccccc3-n3nncc3C2)c1
(38) COC(=O)C1=C(c2ccc(OCc3ccccc3)cc2)C[C@@H]2CC[C@H]1N2C(=O)NCc1ccc(Cl)cc1
(39) COc1cccc(C(=O)C2CCCN(Cc3cccc4c3OCO4)C2)c1 (configuration not stated)
(40) C=C1C(C)C2C(Cc3ccccc3)NC(=O)C23OC(=O)/C=C/C(O)CCCC(C)C/C=C/C3C1O (configuration not stated)
(41) COc1ccccc1CC1C(=O)C2CCN1CC2 (configuration not stated)
(42) O=C1NC(=O)N(c2cccc(Cl)c2)C(=O)/C1=C\c1ccc(Sc2nc3ccccc3[nH]2)o1
Screen / compound no.	33	34	35	36	37	38	39	40	41	42
DAX1 inh-1	-0.7	-0.5	0.8	/	-0.2	-1.4	0.3	-1.7	1.1	-1.0
SMARCA2 act	-8	-1	7	0	-3	-4	-3	1	2	1
FXN GAA850 act	-0.5	0.1	0.8	-2.0	0.3	-8.7	-2.4	-6.8	2.6	-0.3
HGIII-sPLA2 inh	13	-18	0	5	11	11	-3	-4	1	11
GC-A act	4	2	0	4	-2	2	-4	-5	0	-17
DAX1 inh-2	-0.5	-0.2	-0.7	1.4	0.6	-0.1	-0.1	-3.2	0.5	-0.4
GC-B act	-4	1	7	4	4	2	-5	-2	3	-2
hcDAF12 agonist	-1.2	-2.9	-1.0	-2.0	2.2	-0.9	-0.7	-2.6	-1.8	0.8
proKLK7 act	-0.4	-0.3	-1.0	0.6	-0.5	0.4	-0.5	-0.1	-1.0	0.9
ssDAF-12 act	-0.9	-2.0	-1.1	-0.9	-0.9	-1.6	-1.4	-1.3	-1.5	-1.0
hgDAF-12 ag	2.7	-0.1	2.3	0.1	0.0	-0.4	0.1	-3.3	-0.7	-2.4

High-throughput results as filed in PubChem BioAssay.

Only part of the results is shown, so the mix of outcomes need not match the whole.
